Furin inh = inhibitors of human furin; 220,000 tested, 0.061% active; inhibition, % at 30 µM; purified furin, fluorogenic substrate cleavage; P09958; in the data active = inhibition above about 25%; note: inactives centre near -15
Rad51 HR inh = Rad51 (human) homologous recombination inhibition; hRad51 DNA strand exchange, fluorescence dequenching; inhibition, % at 10 µM; 200,000 tested, 0.085% active;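 active = inhibition above 40% at the single screening dose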;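 note: 0% = DMSO control wells and 100% = blanks with heterologous ssDNA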
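System: human Rad51 nucleoprotein filaments preassembled on unlabelled ssDNA. Reagent: labelled 47-mer dsDNA for strand exchange. Schedule: 30-min compound preincubation and 15-min exchange, both room temperature. Measured by: FRET fluorescence dequenching, excitation 485 nm, emission 520 nm. Read-out: Fluorescence-based percent inhibition, control- and blank-normalised. Benchmarks: plate controls and plate blanks.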
KCC2 mod = modulators of human KCC2 chloride dependent transport. Q9H2X9. KCC2 cells, thallium flux FluoZin-2 fluorescence. B-score of Tl+ flux slope (higher = more flux/activation; lower = inhibition) at 10 µM. 190,000 tested, 2.2% active;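 active = thallium flux slope and its plate-corrected score both differing from the plate sample mean at a set confidence after two filtering rounds, in either direction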;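 note: slope of fluorescence scaled to starting intensity during 10 to 20 s after thallium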
PERK inhibitor = blocks human PERK kinase; Q9NZJ5; CHO PERK-DD fusion, SEAP luminescence translation reporter; inhibition, % at 5.6 µM; 220,000 tested, 0.17% active; AID 1416;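 active = inhibition above the mean inhibition of all tested compounds plus 3 SD, set separately per screening campaign, cut at about 2.9% in these data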;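 note: PERK kinase domain activated by AP20187 dimerizer at 100 nM; 0% = DMSO with dimerizer and 100% = rapamycin at 8.4 µM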
hK5 inh = kallikrein 5 (human) inhibition; Q9Y337; recombinant hK5, fluorogenic AMC substrate cleavage; inhibition, % at 5 µM; 210,000 tested, 0.59% active; AID 873;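 active = inhibition of 40% or more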;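 note: 0% = enzyme controls without compound and 100% = no-enzyme blanks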
Target sequence (Q9Y337 67-293 limits assumed): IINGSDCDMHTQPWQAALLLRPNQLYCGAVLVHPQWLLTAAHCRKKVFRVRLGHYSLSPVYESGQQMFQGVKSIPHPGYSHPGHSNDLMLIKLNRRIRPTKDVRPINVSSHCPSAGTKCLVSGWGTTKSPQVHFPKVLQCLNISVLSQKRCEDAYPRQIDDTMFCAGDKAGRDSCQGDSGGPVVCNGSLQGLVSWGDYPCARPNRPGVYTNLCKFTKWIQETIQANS
FXIIa inh 1536 = blocks human coagulation factor XIIa protease activity; P00748; purified FXIIa, Boc-QGR-AMC fluorogenic substrate, 2 h; inhibition, % at 5 µM; 220,000 tested, 0.3% active; in the data active = inhibition above about 40%;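 note: 0% = enzyme with no compound and 100% = blank without enzyme; many of its hits are not listed in these tables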
m-calpain inh = calpain II (pig) inhibition; 220,000 tested, 0.37% active; purified calpain II, fluorogenic peptide substrate, 30 min; inhibition, % at 16 µM;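 active = inhibition above about 50%, limit read from the data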
FXIa inh = inhibitors of human coagulation factor XIa | purified FXIa, Boc-Glu-Ala-Arg-AMC fluorogenic substrate | inhibition, % at 5 µM | 220,000 tested, 0.14% active | P03951;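 active = inhibition of at least 40%; inactive = inhibition below 40%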;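 note: fluorescence of freed AMC excited at 355 nm; 0% = enzyme without compound and 100% = no enzyme blank; many of its hits are not listed in these tables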
Target sequence (P03951 19-387 limits assumed): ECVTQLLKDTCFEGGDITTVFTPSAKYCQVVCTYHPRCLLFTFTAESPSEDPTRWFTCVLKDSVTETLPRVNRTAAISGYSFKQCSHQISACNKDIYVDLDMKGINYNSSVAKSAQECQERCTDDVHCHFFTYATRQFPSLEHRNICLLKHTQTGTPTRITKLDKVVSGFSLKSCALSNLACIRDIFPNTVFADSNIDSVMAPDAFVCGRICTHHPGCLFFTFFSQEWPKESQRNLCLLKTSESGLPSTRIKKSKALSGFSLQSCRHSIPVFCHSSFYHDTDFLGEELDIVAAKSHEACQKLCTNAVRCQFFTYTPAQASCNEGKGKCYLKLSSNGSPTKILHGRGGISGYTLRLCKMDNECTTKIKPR
Target sequence (P03951 388-625 limits assumed): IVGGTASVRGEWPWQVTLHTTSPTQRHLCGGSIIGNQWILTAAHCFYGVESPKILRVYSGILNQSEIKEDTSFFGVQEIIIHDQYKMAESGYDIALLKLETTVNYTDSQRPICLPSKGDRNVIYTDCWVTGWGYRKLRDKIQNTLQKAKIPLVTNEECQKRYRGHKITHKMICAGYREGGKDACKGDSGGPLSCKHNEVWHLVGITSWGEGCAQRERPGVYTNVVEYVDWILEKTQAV
Thrombin inh = thrombin (human) inhibition | P00734 | alpha-thrombin, Boc-VPR-AMC fluorogenic substrate cleavage | inhibition, % at 5 µM | 220,000 tested, 0.26% active;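 active = inhibition at or above 40%; inactive = inhibition below 40%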;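 note: 0% = enzyme with no compound and 100% = wells without enzyme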
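Material: human alpha-thrombin protein; Also added: Boc-VPR-AMC substrate, 15 µM final; Timing: enzyme reaction carried out at room temperature; Signal: fluorescence, ex 355 nm, em 460 nm; Measure: % inhibition of thrombin; Controls: enzyme without compound as high, wells lacking enzyme as low.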
* hit, by the source's call; / = no result given; [ ] = remark or other dose.

mol	Furin inh	Rad51 HR inh	KCC2 mod	PERK inhibitor	hK5 inh	FXIIa inh 1536	m-calpain inh	FXIa inh	Thrombin inh
COc1cc(OC)cc(C(=O)NC(C)c2cnn(-c3ccccc3C)c2C)c1 (centres undefined)	-23.6	5.3	-0.11	-1.2	-4.8	4.8	-3.4	-6.4	-1.8
O=C(CCN1C(=O)/C(=C/c2ccccc2Cl)SC1=S)NNC(=O)c1cccnc1	0.8	-2.4	-1.43	-1.8	23.5	29.7	0.6	31.9	15.0
CCN(CC)C(=O)CSc1nnc2cc(C)c3ccccc3n12	-13.5	-2.7	-1.04	0.3	-17.8	0.7	-8.9	-8.2	0.1
NC(=O)c1ccc2c(=O)n3c(-c4cccs4)csc3nc2c1	-23.2	-2.5	0.74	/	1.2	10.9	-58.9	3.5	-2.2
COc1cc(C(=O)NCCCc2nc3ccccc3n2Cc2cc(C)ccc2C)cc(OC)c1OC	-1.4	8.1	-0.529	-0.7	-2.4	7.5	-18.9	5.5	2.3
CC1(C)N=C(N)N=C(N)N1c1cccc(CN)c1	-23.0	10.0	/	1.0	-0.7	11.1	-11.6	-0.1	0.5
O=C1Nc2ccccc2C(O)(C(=O)NCc2ccco2)N1c1ccc(Cl)cc1 (centres undefined)	-15.4	4.4	1.69	0.9	-5.2	18.7	22.9	3.2	2.2
COC(=O)c1ccc(NC(=O)CSCc2ccc(C)cc2)cc1	-16.9[20 µM]	-1.3	/	1.9	-14.2	-0.2	13.3	-10.7	-6.2
O=C(O)c1ccccc1/C=N/Nc1ccc(S(=O)(=O)N2CCCC2)cc1[N+](=O)[O-]	-17.2	-12.0	0.774	0.7	10.6	2.6	8.7	-6.6	-6.5
C=CCn1c(SCn2nnc3ccccc3c2=O)nnc1-c1ccc(F)cc1	-9.2	2.0	-0.307	-0.7	14.3	10.3	-10.5	4.1	-1.6

Entries of single compounds as entered above.
Entry for O=C(CCN1C(=O)/C(=C/c2ccccc2Cl)SC1=S)NNC(=O)c1cccnc1 : Furin inh = 0.8; Rad51 HR inh = -2.4; KCC2 mod = -1.43; PERK inhibitor = -1.8; hK5 inh = 23.5; FXIIa inh 1536 = 29.7; m-calpain inh = 0.6; FXIa inh = 31.9; Thrombin inh = 15.0
Entry for CCN(CC)C(=O)CSc1nnc2cc(C)c3ccccc3n12 : Furin inh = -13.5; Rad51 HR inh = -2.7; KCC2 mod = -1.04; PERK inhibitor = 0.3; hK5 inh = -17.8; FXIIa inh 1536 = 0.7; m-calpain inh = -8.9; FXIa inh = -8.2; Thrombin inh = 0.1

The main list resumes; the three compounds before the break are reprinted first.
mol	Furin inh	Rad51 HR inh	KCC2 mod	PERK inhibitor	hK5 inh	FXIIa inh 1536	m-calpain inh	FXIa inh	Thrombin inh
COC(=O)c1ccc(NC(=O)CSCc2ccc(C)cc2)cc1	-16.9[20 µM]	-1.3	/	1.9	-14.2	-0.2	13.3	-10.7	-6.2
O=C(O)c1ccccc1/C=N/Nc1ccc(S(=O)(=O)N2CCCC2)cc1[N+](=O)[O-]	-17.2	-12.0	0.774	0.7	10.6	2.6	8.7	-6.6	-6.5
C=CCn1c(SCn2nnc3ccccc3c2=O)nnc1-c1ccc(F)cc1	-9.2	2.0	-0.307	-0.7	14.3	10.3	-10.5	4.1	-1.6
O=C(CSc1nnc(-c2ccccc2)n1CC1CCCO1)N1CCCC1 (centres undefined)	-22.4	-0.7	/	0.8	-5.7	2.2	-9.3	-4.7	-8.5
O=C(Cn1cnc2cc([N+](=O)[O-])ccc2c1=O)Nc1ccc2c(c1)CCC2	-4.5[20 µM]	17.3	-0.593	0.4	-20.6	13.0	-25.6	2.8	-13.9
Cc1cc(SCC(=O)Nc2cccc(S(=O)(=O)N3CCOCC3)c2)nc2ccccc12	-9.5	-4.7	-1.43	-1.3	-6.1	3.7	-5.0	-1.2	-2.9
COc1cccc(C(=O)CSc2nnc(CNS(C)(=O)=O)n2-c2ccc(C)cc2)c1	-6.5	-1.1	/	-1.0	-2.8	-5.5	2.6	-8.3	-7.8
CSc1ncc(Cl)c(C(=O)NCc2ccc3c(c2)OCO3)n1	-19.4[20 µM]	4.3	-0.25	0.8	-13.2	15.8	-1.6	-0.6	-2.0
C=CCn1c(SCC(=O)NCc2ccc3c(c2)OCO3)nnc1C1COc2ccccc2O1 (centres undefined)	-13.4	12.6	-0.119	-0.2	2.5	1.6	12.9	-4.5	-0.2
COc1ccc(CNC(=O)C(c2ccc(C)o2)N(C(=O)c2csnn2)c2ccc(C(C)C)cc2)cc1 (centres undefined)	-0.4[20 µM]	-8.9	-1.15	-0.8	-0.9	8.4	5.2	-1.8	-0.3
CCNC(=O)COn1c(SCC(=O)NCC)nc2ccccc2c1=O	-21.9	-3.5	-0.764	0.2	-9.3	15.1	16.2	-0.2	0.3
CCCC(=O)Nc1cc(OCC)c(NC(=O)NC2CCCCC2)cc1OCC	-10.9	1.4	-0.642	-0.1	-15.4	-9.1	-26.4	1.9	0.1
Cc1ccc2c(C(=O)CCl)c(C)[nH]c2c1	-25.5	6.0	1.42	1.2	1.3	10.6	8.2	1.1	1.6
O=C(Cc1ccccc1)NC1CCN(C(=O)NCc2ccccc2)CC1	-12.6[20 µM]	-2.3	-0.101	0.1	-3.5	19.5	-0.8	2.3	2.3
C=CCN(c1ccc(C(=O)Nc2cc(C)cc(C)c2)cc1)S(C)(=O)=O	-17.7	1.3	0.637	0.7	-25.0	10.8	-1.8	0.8	-3.1
CC(=O)Nc1ccc(C(=O)OCC(=O)c2cccc([N+](=O)[O-])c2)cc1	-15.2	-14.6	1.44	0.3	-2.6	-5.8	-6.3	-8.6	14.3
COc1ccccc1NC(=O)Nc1nnc(-c2ccco2)s1	0.5[20 µM]	/	-0.173	0.3	-14.1	12.7	-2.3	1.9	-1.3
Cc1nc(Cl)c2c(n1)NC(=O)CO2	-19.5	-4.9	-0.238	0.2	-2.1	3.5	-0.8	0.0	0.8
CCOC(=O)c1c(C)[nH]c(C(=O)/C(C#N)=C/c2ccc(OC(F)F)c(OC)c2)c1C	-14.9	-52.1	0.0162	1.0	-12.5	7.2	-28.4	-0.6	-15.5
Cc1ccc2nc(SCC(=O)NCc3cccs3)c(C#N)cc2c1	-8.4[20 µM]	3.7	-0.996	-0.5	-13.5	12.0	2.3	-1.1	0.5
C[C@H](NS(=O)(=O)c1ccccc1)C(=O)OCC(=O)NC(=O)Nc1ccc2c(c1)OCCO2	-12.7	7.2	0.933	1.1	-22.1	4.1	-0.3	-4.0	-6.0
CN(Cc1ccccc1)C(=O)CCc1ccccc1	-21.5	2.9	-3.18	0.6	-5.0	-1.3	0.1	2.1	-8.4
Cc1ccc(-n2nc(-c3ccc(OC(F)(F)F)cc3)cc2N)cc1C	-7.2	-19.5	-0.021	0.8	-7.3	7.7	14.5	6.8	0.2
Cc1ccc(C)c(NC(=S)NNC(=O)c2sccc2C)c1	3.3[20 µM]	-1.3	4.07*	0.5	-44.5	7.4	9.2	-2.1	-1.2
O=C(Nc1cccc(S(=O)(=O)NCc2ccco2)c1)c1cc(-c2ccc(F)cc2)nc2ccccc12	-5.5	6.3	-1.17	-0.3	-20.2	9.3	-50.8	5.0	-5.3
CCOC(=O)c1ccccc1NC(=O)c1cn(-c2ccc(C)c(C)c2)c(=O)c2ccccc12	-13.3	8.4	0.959	1.1	-17.9	-3.1	-11.6	-1.9	-12.1
O=C(NCCNC(=O)c1ccccc1)c1ccccc1	-18.0	/	0.0839	0.9	-3.7	0.3	-19.4	-3.2	-4.7
O=C(CC1(O)C(=O)N(Cc2ccccc2)c2ccccc21)c1ccc2c(c1)OCO2 (centres undefined)	-10.7[20 µM]	2.0	0.519	0.3	-5.1	19.5	14.5	12.7	-1.8
O=C(CN(C(=O)c1ccccc1Cl)N1C(=O)C2C3C=CC(C3)C2C1=O)c1cccs1 (centres undefined)	-22.2	-4.1	-0.407	0.7	1.9	5.8	6.2	-5.8	-2.5
CCCCSc1nc(SCC(=O)NCc2ccco2)c2c3c(sc2n1)COC(C)(CC)C3 (centres undefined)	-3.8[20 µM]	-1.1	/	0.8	-2.0	11.4	-29.6	1.3	-0.2
Cc1ccc(OC(C)C(=O)O)cc1C (centres undefined)	-16.3[20 µM]	3.1	0.17	1.4	-14.1	10.3	-16.7	-1.9	-1.7
Cc1ccc(OCc2nnc(NC(=O)c3ccco3)s2)c(C)c1	-15.2	-0.5	-0.112	0.6	-7.7	-10.8	-15.2	1.6	-2.5
O=C(NC1CCCc2ccccc21)C1CCC(CNS(=O)(=O)c2cccc3nsnc23)CC1 (centres undefined)	-38.0	-10.2	/	0.3	-1.7	7.6	-0.5	-1.7	-1.1
CCOC(=O)C1CCN(C(=S)Nc2cccc(C)c2C)CC1	-14.5	19.6	0.805	1.3	-7.2	5.8	9.0	12.0	-2.6
CC(=O)COC(=O)CNC(=O)c1ccc(Br)cc1	-13.0[20 µM]	0.7	0.689	0.4	-6.7	4.1	18.1	-1.6	-6.6
CCn1nc(NC(=O)Cc2ccc(OC)cc2)c2cc3cc(C)ccc3nc21	-10.6	-11.7	-0.825	-1.0	-6.7	-1.6	-64.4	-5.3	-7.0
Cc1c(Br)c([N+](=O)[O-])nn1CC(=O)Nc1ccc(C(N)=O)cc1	-7.3	-10.6	-0.69	-0.2	17.4	25.6	10.5	5.4	8.6
CCSc1ccc(-c2ccco2)nn1	-9.5	1.1	1.12	0.5	-8.4	2.6	-39.3	-5.9	-14.1
Cc1nc(SCC(=O)NC(C)c2ccccc2)c2oc3ccccc3c2n1 (centres undefined)	-6.9[20 µM]	-1.4	-0.646	-0.2	-15.9	8.6	57.2*	-5.2	-6.0
CCCCNC(=O)CSc1nc2ccccc2c(=O)n1CCNC(C)=O	9.2	-9.6	-0.45	1.9	5.5	6.6	-21.8	-6.8	-7.4
O=C(Nc1ccn(Cc2ccccc2)n1)c1ccc(F)cc1	-21.6	1.0	-2.9	0.6	-3.1	8.5	4.8	-2.7	-2.0
O=C1CSCN1c1cc(Cl)ccc1Cl	-19.1	-4.7	-0.538	0.6	-21.8	-4.8	10.6	-1.0	-4.1
CC(C)Oc1cccc(C(=O)C2CCCN(C(=O)c3ccnn3C)C2)c1 (centres undefined)	-6.9	-1.1	-0.0136	-0.2	2.1	12.9	-13.1	0.3	-9.2
Cc1[nH]c2ccc(C(C)C)cc2c1CC(=O)O	-12.3	-3.2	0.371	0.3	-4.2	-5.5	-19.3	-4.6	-6.3
N#Cc1ccsc1NC(=O)CN1CCN(c2ccccc2)CC1	-25.5	/	-0.682	-0.1	-0.6	14.7	-31.6	11.8	1.5
COc1ccc(Cn2c(=S)[nH]c3cc(C(=O)NCc4cccnc4)ccc3c2=O)cc1	-24.1	-2.6	0.175	0.0	-2.2	-0.5	40.0	1.8	-12.6
Cc1cc(C)c(C)c(S(=O)(=O)NCc2ccc(C(=O)N3CCCCC3)cc2)c1C	-15.2[20 µM]	0.4	-0.331	-1.7	-7.7	9.8	-8.6	1.9	0.3
C=CCn1cc(/C=N/NC(=O)COc2cccc3cccnc23)c2ccccc21	-20.8	-9.3	-0.531	0.0	6.4	4.7	10.1	5.9	-3.3
CCOc1ccc(Cn2nnc(C(=O)NCCc3ccc(Cl)cc3)c2N)cc1	-7.8	10.3	0.455	-1.1	28.5	14.4	15.9	14.6	14.6

Source: PubChem BioAssay (several laboratories)

These rows are one share of the data; the hit share may differ from the screen's.
